PV pol inh = poliovirus RNA polymerase inhibition | 150,000 tested, 0.66% active | P03300 | poliovirus polymerase elongation, fluorescence polarization; active compounds read low | % elongation, % (compound at 16.7 µg/mL); in the data active = % elongation below about 90%; also: some results filed as inactive read as strong as hits
Target sequence (P03300 1749-2209 limits assumed): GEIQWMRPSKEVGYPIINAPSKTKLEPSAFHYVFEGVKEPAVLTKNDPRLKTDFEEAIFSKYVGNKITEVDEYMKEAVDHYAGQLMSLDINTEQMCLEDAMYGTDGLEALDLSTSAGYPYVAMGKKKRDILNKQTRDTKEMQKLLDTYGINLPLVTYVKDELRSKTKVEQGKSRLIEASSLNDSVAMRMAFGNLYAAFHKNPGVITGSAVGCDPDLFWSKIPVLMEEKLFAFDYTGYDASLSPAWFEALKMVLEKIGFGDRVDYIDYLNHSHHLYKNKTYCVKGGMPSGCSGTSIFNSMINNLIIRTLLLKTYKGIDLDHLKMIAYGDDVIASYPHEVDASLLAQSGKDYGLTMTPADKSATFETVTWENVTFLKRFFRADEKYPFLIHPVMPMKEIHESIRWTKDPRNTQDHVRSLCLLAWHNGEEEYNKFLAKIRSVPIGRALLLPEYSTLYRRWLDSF
PV pol inh FP z-score = also measured in PV pol inh; calls as there; z-score; measured here: FP z-score; hits read low
Starred values were filed as active, the others as inactive; & = joins results of further samples.

SMILES | PV pol inh | PV pol inh FP z-score
Cc1cccc(C(=O)Nc2ccc(-c3nc4ncccc4o3)cc2C)c1 | 107 | 0.6
CN(C)S(=O)(=O)c1cccc(C(=O)Oc2ccc3c(c2)OCO3)c1 | 99 | -0.4
CC(=O)OC1C2CCC1C(N1CCCCC1)CC2 (stereo unspecified) | 102 | -0.1
CN1CCSC1=Nc1cccc(C(F)(F)F)c1 | 101 | 0
Cn1ccc2c(OCC(=O)NCc3ccc(F)cc3)cccc2c1=O | 110 | 0.9
CCN(C(=O)Cn1cnc2onc(-c3ccc(F)cc3)c2c1=O)c1cc(C)ccc1C | 103 | -0.1
C=CCn1c(SC)nc2sc(CC)cc2c1=O | 103 | 0.6
COCc1cc(OC(=O)N(C)C)nc2c1c(C)nn2C | 108 | 0.7
Cc1ccc2ccc3cc(C(=O)Nc4ccc(C)c(F)c4)nc3c2[nH]1 | 102 | -0.2
Cc1ccc(CSCC(=O)N2CCN(c3ccccc3)CC2)cc1 | 102 | -0.1
O=C(NC(=O)c1ccccc1F)NC1CC1 | 101 | 0
CC(C)CCOc1ccc(C(=O)Nc2sc3c(c2C#N)CCCCC3)cc1 | 99 | -0.7
COCCn1c(CNC(=O)c2cccc(N(C)C)c2)nc2cccnc21 | 102 | -1.2
Cc1cccc(NC(=O)C(=O)c2cc(C)n(-c3ccccc3)c2C)c1C | 115 | 0.5
COc1ccc(NC(=O)CN2C(=O)COc3ccc(S(=O)(=O)N4CCCCCC4)cc32)cc1 | 100 | -0.5
CC(C)c1nn2c(=O)cc(COC(=O)c3cccc(NC(=O)CCc4ccccc4)c3)nc2s1 | 110 | 0.9
CCOc1ccc(NC(=O)NCc2ccc3c(c2)CCN3C(C)=O)cc1 | 103 | -0.8
Cc1ccc(C)n1-c1sccc1C(=O)OCc1cc(=O)n2c3c(sc2n1)CCCC3 | 105 | 0.3
CCCNC(=O)c1ccc(Cn2nc(-n3cccc3)c3c(C)cc(C)nc32)cc1 | 101 | 0.1
O=C(c1nc(-c2ccc(Cl)cc2)n2c1CCCCC2)N1CCN(c2ccccc2)CC1 | 108 | 0.3
CCOC(=O)c1c(NC(=O)CSc2ncccn2)sc2c1CCC2 | 105 | 0.1
Cc1cccc(C)c1NC(=O)C(NC(=O)CC1NC(=O)NC1=O)c1ccccc1 (stereo unspecified) | 101 | 0.2
O=C(CC1SC(=Nc2ccc(O)cc2)NC1=O)c1ccccc1 (stereo unspecified) | 103 | 0.2
FC(F)(F)c1cc(-c2ccccc2)nc2cc(-c3ccccc3)nn12 | 107 | 0.8
CC(=O)N1CCN=C1SCc1ccc(Br)cc1 | 101 | -0.1

Next part; it opens with the three that closed the last part.
SMILES | PV pol inh | PV pol inh FP z-score
O=C(CC1SC(=Nc2ccc(O)cc2)NC1=O)c1ccccc1 (stereo unspecified) | 103 | 0.2
FC(F)(F)c1cc(-c2ccccc2)nc2cc(-c3ccccc3)nn12 | 107 | 0.8
CC(=O)N1CCN=C1SCc1ccc(Br)cc1 | 101 | -0.1
CCCN(CCC)CN1CC(Cn2c3ccccc3c3ccccc32)OC1=O (stereo unspecified) | 103 | 0.3
Cc1ccccc1CNCc1cccnc1 | 112 | 1
O=C(NCc1c(-n2cccc2)sc2c1CCCC2)Nc1cccc(C(F)(F)F)c1 | 109 | 0.4
OCC1(C2=NOC(O)(C(F)(F)F)C2)CCCCC1 (stereo unspecified) | 105 | 0.3
CCCOc1ccc(OC(=O)c2sc3ncn(Cc4cccc(F)c4)c(=O)c3c2C)cc1 | 105 | 0.2
O=C(CCn1c(=S)[nH]c2ccsc2c1=O)N1CCN(c2ccccc2)CC1 | 104 | 0.8
Cc1ccc2sc(-c3ccc(NC(=O)C(C)C)cc3)nc2c1 | 102 | -0.2
CCOC(=O)c1c(C)oc2nc(C)nc(NCc3ccc(C)cc3)c12 | 105 | -0.3
Cc1oc(-c2ccc(C(=O)NCCCOC(C)C)cc2)nc1CS(=O)(=O)c1ccccc1 | 109 | 0.2
CSc1ncc(Cl)c(C(=O)Nc2nc3ccc(F)cc3s2)n1 | 113 | -0.1
Cc1ccc(NC(=O)c2sc(-n3nc(C)c(CCC(C)C)c3C)nc2C)cc1C | 105 | 0.2
Cc1ccc(C(=O)NCC(c2ccco2)N2CCCC2)cc1 (stereo unspecified) | 101 | -0.4
O=C(CSc1ccccn1)N(C1CCCCC1)C1CCS(=O)(=O)C1 (stereo unspecified) | 98 | -0.2
CC(C)OCCCn1c(=O)c2ccccc2n2c(-c3ccc(F)cc3)nnc12 | 108 | -0.1
O=C(Nc1ccccc1)OCc1cc(-c2ccccc2)c(C(F)(F)F)s1 | 106 | 0.5
Cc1c(Cl)cccc1NC(=O)C1CC2CCCC(C1)C2=O (stereo unspecified) | 100 | 0
Cc1ccc(S(=O)(=O)N2CCc3ccccc3C2)cc1C(N)=O | 104 | 0.8
COC(=O)Nc1c(C)n(C)n(-c2ccccc2)c1=O | 106 | 0.4
COc1cc(OC)c(NC(=O)c2c(N3CCCC3=O)c3cc(C)ccc3n2C)cc1Cl | 107 | -0.2
CC(=O)c1ccc(NC(=O)CCc2c(C)nn(-c3ccc(N4CCCCC4)nn3)c2C)cc1 | 103 | -0.6
CCOc1ccc2oc(C(=O)OCC(=O)N3CCCc4ccccc43)c(C)c2c1 | 102 | 0.1
O=C(O)C1CC(=O)N(C2CCCC2)C1 (stereo unspecified) | 103 | 0.6
S=c1nc2[nH]c3ccc(Br)cc3c2n[nH]1 | 100 | 0.1
COC(=O)CC1Nc2ccccc2NC1=O (stereo unspecified) | 103 | 1.1
Cc1cc2nsnc2c2nsnc12 | 100 | -0.4

Among those listed so far, 3 contain a furan ring, fused or not.
SMILES | PV pol inh | PV pol inh FP z-score
CCOC(=O)c1c(C)oc2nc(C)nc(NCc3ccc(C)cc3)c12 | 105 | -0.3
Cc1ccc(C(=O)NCC(c2ccco2)N2CCCC2)cc1 (stereo unspecified) | 101 | -0.4
CCOc1ccc2oc(C(=O)OCC(=O)N3CCCc4ccccc43)c(C)c2c1 | 102 | 0.1

Additional results
SMILES | PV pol inh | PV pol inh FP z-score
COc1ccc(OC)c(CNC(=O)C2CCN(c3nc4ccccc4nc3C(F)(F)F)CC2)c1 | 109 | 0.4
COc1cccc(CNC(=O)c2[nH]c3cc(C)ccc3c2Sc2ccc(Cl)cc2)c1OC | 99 | -1.3
Cc1ccc2nc(NC(=O)CCCC(=O)O)sc2c1 | 100 | -0.2
N#Cc1cn(CC(=O)N2CCCC2)c2ccccc12 | 103 | 0.6
NNC(=O)C(O)c1ccccc1 (stereo unspecified) | 103 | 0.1
CCOC(=O)c1c(C)[nH]c(C)c1S(=O)(=O)NCC1CCN(Cc2ccccc2F)CC1 | 100 | -0.7
COc1cc2[nH]c(=S)nc(Nc3ccc(NC(C)=O)cc3)c2cc1OC | 100 | 0
COc1ccc(Cl)cc1NC(=O)C(C)N1c2ccccc2CC1C (stereo unspecified) | 98 | -0.8
O=C(CC1C(=O)N(c2ccccc2)C(=O)N1Cc1ccc(F)cc1)Nc1cccc(F)c1 (stereo unspecified) | 110 | 0.5
Cn1c2c(c3cc(Oc4ccccc4)ccc31)CCCC2=O | 102 | 0.1
CCC(=O)N1N=C(C(F)(F)F)CC1(O)c1ccc(F)cc1 (stereo unspecified) | 101 | -0.2
CCCCOc1cccc(C(=O)Nc2cccc3ccc(C)nc23)c1 | 104 | -0.4
CCOC(=O)c1ccc(NC(=O)C2CCCN(c3ccc(Sc4ccc(C)cc4)nn3)C2)cc1 (stereo unspecified) | 104 | -0.5
S=C(NCCC1=CCCCC1)Nc1ccc2nsnc2c1 | 94 | -1.8
COC(=O)c1ccc(OC)c(I)c1 | 104 | 0.4
COc1ccc(-c2c3c(=O)n(C)c(=O)n(C)c3c3n2-c2ccccc2NC3c2ccco2)cc1 (stereo unspecified) | 126 | 3.3
Nc1nc(CSc2nnc3c(n2)[nH]c2ccccc23)cs1 | 101 | -0.2
C/C(N)=C(/C#N)C(=O)CSc1ccccc1F | 103 | -0.2
Cc1ccc(CNC(=O)Cn2cc(S(=O)(=O)Cc3ccccc3Cl)c3ccccc32)cc1 | 107 | 0.3
CC(C)CNS(=O)(=O)c1ccc(CCC(=O)Nc2ccc3c(c2)OCO3)cc1 | 99 | -0.5
CC(CC(=O)Nc1nc(-c2cccs2)cs1)c1ccccc1 (stereo unspecified) | 104 | 0
C=C1SC(Nc2ccc(C)cc2)=NC1(C)C | 100 | -0.8
Cc1ccc(NC(=O)C2CCCN2S(=O)(=O)c2ccc3nc(-c4ccccc4)[nH]c3c2)cc1F (stereo unspecified) | 103 | -0.7
CCc1ccc(CNC(=O)C2CCN(S(=O)(=O)N3CCCCC3)CC2)cc1 | 103 | 0.7
CCc1ccc(CNc2ccc3c(c2)ncn3CC)cc1 | 101 | -0.1

Remaining list, next part.
SMILES | PV pol inh | PV pol inh FP z-score
CCC(=O)Nc1sc2c(c1-c1nc3ccccc3s1)CCN(C(C)=O)C2 | 100 | -0.4
CN1CCC(N(C)C(=O)c2ccccc2F)CC1 | 106 | 0.3
Cc1sc2ncnc(SCC(=O)NC(=O)c3cccn3C)c2c1C | 110 | 0.8
Cc1ccc(P(=Nc2ccccc2C(F)(F)F)(OCCN2CCOCC2)C(C)(C)C)o1 (stereo unspecified) | 98 | -0.2
CC(C)(C)OC(=O)N1CCC(c2c(C(=O)N3CCN(c4ccccn4)CC3)cnn2-c2ccc(F)cc2F)CC1 | 109 | 0.5
Cc1csc2nc(COC(=O)CNC(=O)c3ccccc3)cc(=O)n12 | 108 | 0.5
Cn1c(/C=N/n2cnnc2)nc2ccccc21 | 102 | 0
CO[C@H]1C[C@@H]2CC[C@@H](C)[C@@](O)(O2)C(=O)C(=O)N2CCCC[C@H]2C(=O)O[C@H](C(C)CC2CC[C@@H](O)[C@H](OC)C2)CC(=O)[C@H](C)/C=C(\C)[C@@H](O)[C@@H](OC)C(=O)[C@H](C)C[C@H](C)/C=C/C=C/C=C/1C (stereo partly specified) | 99&99 | -0.2&0.1
CCN(CC)S(=O)(=O)Cc1ccccc1 | 105 | 1.3
NS(=O)(=O)c1ccc(NC(=O)COC(=O)c2cccc(N3C(=O)CCC3=O)c2)cc1 | 105 | 0.3
Cc1cc(C)cc(-n2ccn3c(CC(C)(C)CC(=O)O)nnc3c2=O)c1 | 99 | -1.9
O=C(CSc1ncnc2ccccc12)NC(c1ccccc1)c1ccccc1 | 104 | 1.2
O=C(Nc1cccnc1)c1ccc2snnc2c1 | 103 | 0.3
O=C(CCN1CCC(c2ccc(Cl)s2)=N1)c1ccc(Cl)s1 | 103 | 0.4
N#CCCn1cc(C(=O)CSc2ccccn2)c2ccccc21 | 105 | 0.3
C=CCN(CC(=O)O)S(=O)(=O)c1ccc(Cl)cc1 | 96 | -0.8
Nc1nc2ccccc2oc1=O | 99 | -1.1
Cn1c(C(=O)NC2CCCC2)cc2oc3ccccc3c21 | 107 | 2.1
CCc1nn2c(=O)cc(COC(=O)c3ccccc3)nc2s1 | 109 | 0.6
O=C(CCCN1C(=O)/C(=C\c2ccco2)SC1=S)Nc1ccc2c(c1)OCO2 | 101 | -0.1
CC(C)C(=O)Nc1c(C(=O)c2ccc(F)cc2)oc2ccccc12 | 105 | 0.9
Cc1cc2c(n1-c1ccc(C(=O)N3CCC4(CC3)OCCO4)cc1)CCC(C)C2 (stereo unspecified) | 106 | 0.7
CCn1cc(/C=N/O)c2ccccc21 | 102 | 0.1
CCOc1ccc(NC(=O)C2CCCN(c3ccc(Sc4ccc(C)cc4)nn3)C2)cc1 (stereo unspecified) | 107 | 0.5
O=c1[nH]c2ccc(Nc3cc(N4CCOCC4)ncn3)cc2[nH]1 | 99 | -0.4

Next structures follow.
SMILES | PV pol inh | PV pol inh FP z-score
CC(C1CC1)N(C(=O)/C=C/c1ccccc1)c1ccccc1 (stereo unspecified) | 104 | 0.5
CCNCC(=O)NCc1cccs1 | 104 | 0.3
COC(=O)C1C(=O)CC(=O)CC1c1ccc(OC)cc1 (stereo unspecified) | 105 | 1.2
Cc1ccc(NC(=O)COC(=O)c2cccs2)c(C)c1 | 105 | 0.2
Cc1nnc(SCC(=O)Nc2ccc3c(c2)OCCO3)n1N | 106 | 0.4
Cc1nc2ccccc2nc1OCC(=O)Nc1ccccc1 | 105 | 0.1
CCN1CCCC1CNC(=O)CCCc1cn(CC)c2ccccc12 (stereo unspecified) | 104 | 0.9
C=CCN(C)NC(=S)Nc1ccccc1 | 103 | 0.3
Cc1ccc(C)c(CN2C(=O)c3ccccc3S(=O)(=O)c3ccc(C(=O)Nc4ccccc4C(F)(F)F)cc32)c1 | 103 | -0.5
Cc1ccc(CCNC(=O)CCn2cnc3onc(-c4ccc(F)cc4)c3c2=O)cc1 | 103 | 0.3
O=C(Nc1ccccc1)O/N=C1/CCCc2occc21 | 102 | 0.2
CCN1CCN(C(=O)c2ccc3c(c2)N(Cc2c(F)cccc2Cl)C(=O)c2ccccc2S3)CC1 | 112 | 0.9

6 compounds already listed, ordered by formula weight, low to high.
SMILES | PV pol inh | PV pol inh FP z-score
CCNCC(=O)NCc1cccs1 | 104 | 0.3
C=CCN(C)NC(=S)Nc1ccccc1 | 103 | 0.3
O=C(Nc1ccccc1)O/N=C1/CCCc2occc21 | 102 | 0.2
COC(=O)C1C(=O)CC(=O)CC1c1ccc(OC)cc1 (stereo unspecified) | 105 | 1.2
Cc1nnc(SCC(=O)Nc2ccc3c(c2)OCCO3)n1N | 106 | 0.4
CCN1CCCC1CNC(=O)CCCc1cn(CC)c2ccccc12 (stereo unspecified) | 104 | 0.9

Not all compounds are listed; the hit share may differ from the screen's.
